Source: PubChem (NMMLSC)
Avidin bead fluor: green autofluorescence of compounds with avidin beads – biophysical, 488/530 nm, flow cytometry, artefact control, profiling panel; compound fluorescence 488/530 nm; stronger effect = higher value; fluorescence (KMESF) at 10 µM; hit rate 0.38% among 220,000; AID 1775, 2009; in the data active means fluorescence above about 47; further: inactives centre near 10
RGS4-Gao reg: modulators of RGS4 binding to Galphao, primary screen, biochemical, multiplexed bead flow cytometry; binding response (% of control), % at 10 µM; hit rate 0.33% among 220,000; actives lie on both sides; in the data active means binding response below about 49% or above about 150%; inactive means in between;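 further: fluorescent Galphao activated with aluminum fluoride binding bead-coupled RGS4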
Target sequence (P09471 whole entry, looked up): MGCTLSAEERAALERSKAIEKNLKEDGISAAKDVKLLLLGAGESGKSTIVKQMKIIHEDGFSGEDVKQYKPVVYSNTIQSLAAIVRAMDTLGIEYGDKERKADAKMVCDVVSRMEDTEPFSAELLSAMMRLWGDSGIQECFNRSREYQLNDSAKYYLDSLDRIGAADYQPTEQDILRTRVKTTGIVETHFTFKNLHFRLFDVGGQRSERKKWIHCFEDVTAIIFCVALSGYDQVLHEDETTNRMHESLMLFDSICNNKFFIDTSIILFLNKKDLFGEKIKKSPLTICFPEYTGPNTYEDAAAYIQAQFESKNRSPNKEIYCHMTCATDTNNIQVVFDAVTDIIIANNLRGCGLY
RGS7-Gao: RGS7-Galphao binding modulators, primary screen, biochemical, multiplexed bead flow cytometry; Guanine nucleotide-binding protein G(o) subunit alpha (Homo sapiens), P09471; actives lie on both sides; binding response (% of control), % at 10 µM; hit rate 0.35% among 220,000; in the data active means binding response below about 49% or above about 150%; inconclusive means no clear call, values can overlap the other calls; inactive means in between;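 further: fluorescent Galphao held in activated GDP-AlF4 state binding bead-coupled RGS7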
* marks the source's active call; other numbers are inactive results; ? = inconclusive.

nr	Avidin bead fluor	RGS4-Gao reg	RGS7-Gao	structure
1	3	104.9	?	COc1ccc(OC)c(/C=N/NC(=O)Cn2ccnc2C)c1
2	8	101.5	?	Cc1ccc(/C=N/N2CCN(Cc3ccc(C)cc3)CC2)cc1
3	8	98.4	?	CC(NC(=S)N1CCN(c2ccccc2)CC1)c1ccccc1 (configuration not stated)
4	7	105.7	?	COc1ccc(CNC(=O)c2cc(-c3cc(C)ccc3O)n[nH]2)cc1
5	8	96.2	?	C=CCN1C(=O)C(C)NC1=S (configuration not stated)
6	9	97.1	?	CCOC(=O)C1CCCN(Cc2nc(CC3CC3)no2)C1 (configuration not stated)
7	5	96.9	?	COc1ccccc1NC(=O)c1c([N+](=O)[O-])c(C(C)(C)C)nn1C
8	8	103.6	?	CS(=O)(=O)c1[nH]nc(-c2cccc(Cl)c2)c1C#N
9	9	97.4	?	C/C(=N\Nc1ccc2nncn2n1)c1ccc(Br)s1
10	8	99.7	?	O=C(N/N=C/c1ccc(Br)s1)c1ccco1
11	8	110.3	?	C/C(CC(=O)Nc1ccc(Cl)cc1C(F)(F)F)=N\NC(N)=S
12	8	100.0	?	O=S(=O)(Nc1ccc(-c2cn3ccccc3n2)cc1)c1ccccc1
13	5	102.5	?	Cc1nn(Cc2cccc(C(=O)O)c2)c(C)c1[N+](=O)[O-]
14	7	103.7	?	CN1C2CCC1CC(NC(=O)CSc1ccc(Cl)cc1)C2 (configuration not stated)
15	5	100.6	?	COc1ccc(C2CC(=O)C=C(NCc3ccc4c(c3)OCO4)C2)cc1 (configuration not stated)
16	2	102.1	?	CN(c1ccccc1)S(=O)(=O)c1ccc(Cl)c(C(=O)OCC(=O)NCc2ccco2)c1
17	5	81.5	?	Cc1cccc(C)c1Nc1c(-c2ccc(N3CCOCC3)cc2)nc2cnccn12
18	7	103.2	?	O=C(C1CCC(CNc2c(N3CCCCC3)c(=O)c2=O)CC1)N1CCN(C2CCCCC2)CC1 (configuration not stated)
19	8	101.9	?	CCCOc1ccc(CNC(=O)Cn2ncc3ccccc32)cc1
20	18	116.3	?	COc1ccc(C(CC(=O)N2CCCCC2)c2c(O)cc(OC)cc2OC)cc1 (configuration not stated)
21	8	102.0	?	Nc1nnc(-c2cccc(F)c2)s1
22	8	103.6	?	O=C(NCc1cccs1)C1CCCN1C(=O)Nc1ccc(F)cc1 (configuration not stated)
23	6	98.0	?	Cc1ccc(C(=O)Nc2ccc(Oc3cccc(C(F)(F)F)c3)nc2)cc1
24	8	96.9	?	CCN(CC)c1ccc(/C=N/NC(=O)c2ccccn2)cc1
25	5	94.1	?	C=CCNC(=S)/C(=C(\[O-])c1ccc(Cl)cc1)[n+]1ccccc1
26	11	109.3	?	Cc1ccc(CNC(=O)C2CC(c3cccc(F)c3)=NO2)cc1 (configuration not stated)
27	6	87.5	?	CCn1c(SCC(=O)OC)nnc1-c1ccc(C)cc1
28	7	87.9	?	CCNC(=O)NC(=O)C(C)OC(=O)[C@H](C)NS(=O)(=O)c1c(C)c(C)cc(C)c1C (some centres not stated)
29	8	100.1	?	CCOc1cccc(/C=N/Nc2nc(N3CCCC3)nc(N3CCCC3)n2)c1O
30	7	103.9	?	CC1(C)OC(=O)C(=Cc2ccc[nH]2)C(=O)O1
31	4	52.2	?	O=C1CCC(=O)N(O)CCCCCNC(=O)CCC(=O)N(O)CCCCCNC(=O)CCC(=O)N(O)CCCCCN1
32	7	102.4	?	Cc1cc(C)n2nc(C(=O)Nc3ccn(Cc4ccccc4C)n3)cc2n1
33	9	103.8	?	CCn1nc(C)c([N+](=O)[O-])c1C(=O)NNC(=O)c1ccc(Cl)cc1
34	8	98.3	?	COc1ccc2cc3c(N)nn(C(=O)c4ccccc4Cl)c3nc2c1
35	8	108.3	?	CCC(C)[C@H](NC(=O)NCCCOC(C)C)C(=O)OC (some centres not stated)
36	4	94.6	?	COC(=O)c1[nH]c2cc(OC)ccc2c1NC(=O)c1c(F)cccc1F
37	3	100.4	?	CCOC(=O)c1c(O)c(O)c(C(=O)OCC)n1-c1ccccc1
38	8	101.7	?	Cc1ccc(C2=Nc3ccccc3SC(c3cccc([N+](=O)[O-])c3)C2)cc1 (configuration not stated)
39	8	86.9	?	CNC(=S)N1CCC(NC(=O)c2ccco2)CC1
40	20	119.7	?	Cc1cc(/C=C2\SC(=S)N(C)C2=O)c(C)n1-c1ccc(O)cc1
41	5	100.3	?	O=S(=O)(c1cccc(-c2csc(N/N=C/c3ccco3)n2)c1)N1CCOCC1
42	5	106.0	?	C=CCOc1ccc(/C=C2\SC(=S)N(CCC(=O)O)C2=O)cc1
43	11	114.0	?	CC(=O)NC1(C(F)(F)F)C(=O)Nc2c1c(=O)[nH]c(=O)n2CCc1ccccc1 (configuration not stated)
44	8	97.7	?	CSc1nc(SCC(=O)O)c2sc3nc(-c4ccccc4)c4c(c3c2n1)CCC4
45	8	96.8	?	Cc1cccc(NC(=O)c2ccc(S(=O)(=O)N3CCCCC3)cc2)n1
46	4	101.6	?	O=C(CSc1nc2ccccc2[nH]1)N/N=C/c1ccncc1
47	7	100.2	?	CC(=O)Oc1cc2c3c(c1)/C(=C1/SC(=S)NC1=O)C(=O)N3C(C)(C)C=C2C
48	6	91.7	?	N#Cc1c(N(CCO)CCO)nc(N)c2c(N)nc3c(c12)CC(=O)N3CC1CCCO1 (configuration not stated)
49	8	100.5	?	CC(C)(C)OC(=O)CNC(=O)c1[nH]cnc1C(=O)N[C@@H](Cc1ccccc1)C(=O)OC(C)(C)C
50	7	102.4	?	N#Cc1nc(-c2ccco2)oc1NCc1ccccc1Cl
51	5	90.2	?	CC1(C)C(=O)Nc2ccccc2N1C(=O)Cn1ncc(Cl)c(Cl)c1=O
52	8	100.9	?	Cc1cccc(C)c1N1C(=O)CC(N2CCSCC2)C1=O (configuration not stated)
53	9	108.5	?	O=[N+]([O-])c1cccc2c3c([nH]c12)CCCC3
54	4	96.8	?	O=C1/C(=C/c2ccncc2)SC(=S)N1Nc1ccccc1
55	8	91.6	?	Cc1c(O)ccc2c(CN(C)Cc3ccccc3)cc(=O)oc12
56	9	100.4	?	CCCCc1ccc(NC(=O)N[C@@H](CC(C)C)C(=O)O)cc1
57	11	97.2	?	O=C(Nc1ccc(NC(=O)c2cccs2)cc1)c1ccc2c(c1)OCCO2
58	6	100.0	?	Cc1cc(NCc2ccccn2)n2ncc(-c3ccc(Cl)cc3)c2n1
59	7	101.6	?	O=C(CC(=O)N/N=C/c1ccc(O)cc1)N/N=C/c1ccc(O)cc1
60	5	88.5	?	COc1cc(C(=O)NCCNC(=O)C2CCCNC2=O)cc(OC)c1OC (configuration not stated)

6 compounds from above with just Avidin bead fluor and RGS7-Gao.
entry	Compound	Avidin bead fluor	RGS7-Gao
24	CCN(CC)c1ccc(/C=N/NC(=O)c2ccccn2)cc1	8	?
25	C=CCNC(=S)/C(=C(\[O-])c1ccc(Cl)cc1)[n+]1ccccc1	5	?
26	Cc1ccc(CNC(=O)C2CC(c3cccc(F)c3)=NO2)cc1 (configuration not stated)	11	?
27	CCn1c(SCC(=O)OC)nnc1-c1ccc(C)cc1	6	?
28	CCNC(=O)NC(=O)C(C)OC(=O)[C@H](C)NS(=O)(=O)c1c(C)c(C)cc(C)c1C (some centres not stated)	7	?
29	CCOc1cccc(/C=N/Nc2nc(N3CCCC3)nc(N3CCCC3)n2)c1O	8	?

Next section.
nr	Avidin bead fluor	RGS4-Gao reg	RGS7-Gao	structure
61	8	98.0	?	CCOC(=O)c1c(N=CN(C)C)c2cc([N+](=O)[O-])cnc2n1C
62	7	103.8	?	CC(=O)Nc1ccc(NC(=O)CSc2nc3nc(-c4cccs4)cc(C(F)(F)F)c3c(=O)[nH]2)cc1
63	8	90.8	?	Cc1oc(C)c(C(=O)O)c1C(=O)O
64	4	99.0	?	COc1ccc(-c2cn[nH]c2-c2ccc(OCc3ccccc3)cc2O)cc1
65	8	99.9	?	CCOc1ccc(Nc2nc(N)nc(CCl)n2)cc1
66	6	101.0	?	Oc1ccccc1N1CCN(c2ncnc3sc(-c4ccccc4)cc23)CC1
67	7	101.6	?	COc1ccc(C(C#N)=C2C=CC(=NO)C=C2)cc1
68	7	89.1	?	COC(=O)CCCC1=CC2=C(c3ccccc3)C(=O)C(C)(OC(=O)C3CCCC3)C(=O)C2=CN1C1CCCC1 (configuration not stated)
69	9	101.2	?	COC(=O)C1=C(C(=O)OC)[C@@H]2Nc3ccccc3[C@@]23C[C@@H](C(=O)OC)N=C3N1
70	3	103.2	?	C=CCn1c(=S)sc2c(=O)[nH]c(C)nc21
71	5	103.7	?	COc1ccccc1C1(CCN=Cc2ccc(N(C)C)cc2)CCOC(C)(C)C1 (configuration not stated)
72	7	97.5	?	CC(C)(CC(=O)O)CC(=O)N1CCCN(c2nc3ccc(Cl)cc3s2)CC1
73	8	92.0	?	CC(=O)N(OCc1ccc(OC(C)C)c(Cl)c1)C(C)=O
74	8	103.0	?	O=c1c2ccccc2nnn1-c1ccc(Br)cc1
75	9	98.8	?	CC1=CCC(C(=O)O)C(C(=O)Nc2ccc(-c3nc4ccc(C)cc4s3)cc2)C1 (configuration not stated)
76	8	104.5	?	CCN1CCN(Cc2ccc(NC(=O)c3cc(NC(=O)N4CCNC4=O)cc(OC)c3)cc2C(F)(F)F)CC1
77	7	102.9	?	Cc1ccc(O)c(CO)n1
78	5	99.5	?	COC(=O)CCSCC(=O)Nc1ccc(C)c(S(=O)(=O)N2CCCCC2)c1
79	11	105.5	?	CCC1(C)CC(C(N)=S)CCO1 (configuration not stated)
80	10	109.1	?	Cc1nn(-c2ccccc2)c(C)c1/C=N/n1c(-c2ccccc2Br)n[nH]c1=S
81	10	102.6	?	COc1ccc2c(c1)CCc1c-2nc2ccccc2c1N1CCOCC1
82	14	106.2	?	O=C(O)c1c(N2CCCCC2)ccc([N+](=O)[O-])c1N1CCCCC1
83	7	109.3	?	COCCN1Cc2cccc(C(=O)Nc3ccc(S(=O)(=O)N4CCCCC4)cc3)c2C1=O
84	6	75.8	?	O=C(O)c1ccc(N/N=C/c2cn(Cc3ccc(F)cc3)c3ccccc23)cc1
85	7	99.2	?	CCOC(=O)Cc1cc(=O)[nH]c(/N=C(\N)Nc2ccc(OC)cc2)n1
86	6	100.8	?	COC(=O)c1cc(-c2ccc(S(=O)(=O)N3CCCCC3)cc2)c(C(F)(F)F)s1
87	5	98.9	?	CC/C(C)=N\Nc1nc(-c2cc3cc(OC)ccc3oc2=O)cs1
88	2	98.6	?	COc1cccc(C2CCCCN(C)C2=O)c1 (configuration not stated)
89	3	98.6	?	O=C(O)c1ccc(/C=N\Nc2ccc(S(=O)(=O)N3CCOCC3)cc2[N+](=O)[O-])cc1
90	3	103.5	?	CC(=O)Nc1nc(C)c(Oc2ccc(C)cc2)c(=O)[nH]1

Six entries from above, reformatted.
entry | Molecule | Avidin bead fluor | RGS4-Gao reg | RGS7-Gao
85 | CCOC(=O)Cc1cc(=O)[nH]c(/N=C(\N)Nc2ccc(OC)cc2)n1 | 7 | 99.2 | ?
86 | COC(=O)c1cc(-c2ccc(S(=O)(=O)N3CCCCC3)cc2)c(C(F)(F)F)s1 | 6 | 100.8 | ?
87 | CC/C(C)=N\Nc1nc(-c2cc3cc(OC)ccc3oc2=O)cs1 | 5 | 98.9 | ?
88 | COc1cccc(C2CCCCN(C)C2=O)c1 (configuration not stated) | 2 | 98.6 | ?
89 | O=C(O)c1ccc(/C=N\Nc2ccc(S(=O)(=O)N3CCOCC3)cc2[N+](=O)[O-])cc1 | 3 | 98.6 | ?
90 | CC(=O)Nc1nc(C)c(Oc2ccc(C)cc2)c(=O)[nH]1 | 3 | 103.5 | ?

Further records:
nr	Avidin bead fluor	RGS4-Gao reg	RGS7-Gao	structure
91	24	109.4	?	Cc1cc(-c2cc(C(=O)NCc3ccccc3)on2)nc(S(C)(=O)=O)n1
92	9	101.5	?	COc1ccc(C2/C=C\CN(C(=O)C3CCCC3)CC(=O)N2Cc2ccc(F)cc2)cc1 (configuration not stated)
93	2	111.7	?	Cc1cc(C)cc(NC(=O)N2CCN(Cc3ccc4c(c3)OCO4)CC2)c1
94	7	100.2	?	O=C(NNS(=O)(=O)c1ccc(Cl)cc1)c1cc(-c2ccccc2)n[nH]1
95	3	97.2	?	COc1cc(/C=C2/CCCC(C(=O)C(F)(F)F)=C2O)ccc1O
96	8	102.9	?	COc1ccc(C2CC3(O)CC(C#N)(C(=O)N3)C2(C#N)C#N)cc1 (configuration not stated)
97	7	98.9	?	O=C(Nc1ccccc1)NN1CC(=O)N(c2ccc(Cl)cc2)CC1=O
98	3	95.3	?	COc1ccc(-c2n[nH]c(C)c2-c2cscn2)c(O)c1
99	7	99.8	?	NS(=O)(=O)c1ccc(NC(=O)c2ccc3nccnc3c2)cc1
100	7	104.1	?	COCCn1c(-c2ccc(Cl)cc2)nc2oc3cc(OC)ccc3c(=O)c2c1=O
101	18	93.4	?	COC(=O)c1scc(S(=O)(=O)C(C)(C)C)c1-n1cccc1
102	10	95.5	?	O=C(O)c1cccc(NC2=C(n3nnc4ccccc43)C(=O)c3ccccc3C2=O)c1
103	7	105.6	?	O=C(Nc1cccnc1)c1ccc(NS(=O)(=O)c2cc([N+](=O)[O-])ccc2Cl)cc1
104	7	100.6	?	CN(Cc1cn[nH]c1-c1ccc(-c2ccccc2)cc1)CC1CCOCC1
105	7	90.5	?	COc1ccc(Nc2ncnc3sc(-c4ccccc4)cc23)c(OC)c1
106	6	83.8	?	COc1ccc(-c2nc3c(n2O)CCc2c-3no[n+]2[O-])cc1

Only part of the results is shown, so the mix of outcomes need not match the whole.
